MITF inh = blocks human microphthalmia-associated transcription factor; O75030; AlphaScreen MITF homodimerization, bead proximity signal; inhibition, % at 2.6 µM; actives 0.91% (n = 650,000); in the data active = inhibition above about 50%;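 also: 0% = vehicle wells with protein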
FBW7 activator = human FBW7 E3 ligase activation, primary screen | Q969H0 | AlphaScreen FBW7–phospho-cyclin E peptide binding, activator screen | normalized activity (activation), % at 26.1 µM | actives 0.13% (n = 650,000) | AID 1259310; in the data active = normalized activity above about 1.9%;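 also: purified mutant Fbw7 with reduced substrate affinity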
Target sequence (Q969H0 whole entry, looked up): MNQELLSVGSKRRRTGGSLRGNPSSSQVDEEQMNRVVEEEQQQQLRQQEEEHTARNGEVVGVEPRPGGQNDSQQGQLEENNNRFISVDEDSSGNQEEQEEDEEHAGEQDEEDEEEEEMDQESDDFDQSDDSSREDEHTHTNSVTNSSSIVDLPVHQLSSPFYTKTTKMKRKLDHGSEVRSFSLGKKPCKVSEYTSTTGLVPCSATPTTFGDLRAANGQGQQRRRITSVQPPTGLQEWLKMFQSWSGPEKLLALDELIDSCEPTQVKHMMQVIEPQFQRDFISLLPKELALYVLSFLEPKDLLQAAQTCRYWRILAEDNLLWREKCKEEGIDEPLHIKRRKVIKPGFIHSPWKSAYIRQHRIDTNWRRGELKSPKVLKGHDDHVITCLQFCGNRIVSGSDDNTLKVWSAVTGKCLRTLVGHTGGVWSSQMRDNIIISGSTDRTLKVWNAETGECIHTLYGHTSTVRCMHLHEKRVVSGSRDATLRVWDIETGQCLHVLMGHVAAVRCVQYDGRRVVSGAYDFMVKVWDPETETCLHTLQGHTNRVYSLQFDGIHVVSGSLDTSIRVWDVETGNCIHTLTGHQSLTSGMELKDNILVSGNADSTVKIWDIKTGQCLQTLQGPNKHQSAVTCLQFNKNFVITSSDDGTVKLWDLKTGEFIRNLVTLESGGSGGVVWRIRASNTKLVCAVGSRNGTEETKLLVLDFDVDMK
GPR151 ag = activates the human receptor GPR151 | Q8TDV0 | PathHunter beta-arrestin GPR151 cells, luminescence | activation, % at 11.2 µM | actives 1% (n = 650,000); in the data active = activation above about 4.9%;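 also: 0% = median of compound wells and 100% = cells with positive control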
TEAD-YAP block = TEAD-YAP interaction inhibition; HEK-TIYL cells, TEAD-Gal4/YAP UAS-luciferase luminescence; inhibition, % at 9.12 µM; actives 1.4% (n = 640,000); AID 1259422; in the data active = inhibition above about 32%;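 also: 0% = median of test compound wells and 100% = reference inhibitor wells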
The depositor's hits bear a star; & = joins results of further samples. Not a hit list; overall some 3.5% were active at least once.

SMILES	MITF inh	FBW7 activator	GPR151 ag	TEAD-YAP block
COc1ccc(Cl)c(NC(=O)C/C(C)=N/NC(=O)CCc2ccccc2)c1	-13	0.0	0.1	5
CCCN(C(=O)c1ccc(=O)n(C)n1)S(=O)(=O)c1ccc(Cl)cc1	4	0.1	0.8	8
Cn1c(=O)[nH]c(=O)c2c1nc(N1CCCC1)n2CC(=O)O	2	-0.3	0.0	-15
COC(=O)c1ccc(COC(=O)CN2C(=O)c3ccccc3C2=O)cc1	-10	0.1	0.5	-3
NC(=O)c1ccc(-c2cc(NC3CCN(Cc4ccccc4)CC3)nc(N)n2)cc1	3	0.2	0.2	-1
CC(=O)Nc1ccc(Nc2nc(Nc3ccccn3)nc3c2ncn3-c2ccsc2)cc1	-3	0.0	-1.4	45*
Cc1c(C(=O)Nc2ccccc2)sc2ncn(CC(=O)O)c(=O)c12	8	0.1	0.5	3
Cc1ccc(N2NC(=O)/C(=C/C=C/c3ccccc3)C2=O)cc1C	13	0.2	-1.5	-3
CCOc1ccc2nc(NC(=O)C(NS(=O)(=O)c3cccs3)C(C)C)sc2c1 (stereo unspecified)	7	0.1	-1.9	12
Clc1cccc(C2Oc3ccccc3C3CC(c4ccccc4)=NN32)c1 (stereo unspecified)	2	-0.1	4.2	-28
COc1cccc(NC(=O)CSc2nnc3c4ccccc4n(C)c3n2)c1	-1	-0.1	1.4	-5
Cc1[nH]nc2nc3ccc(Cl)cc3c(-c3ccccc3)c12	11	0.0	-0.3	-12
CCc1ccc2nc(Nc3ncc(C(C)=O)c(C)n3)nc(C)c2c1	10	0.4	-0.7	-12
CCN1CCN(c2cc(C)c3cc(NC(=O)c4ccccc4C)ccc3n2)CC1	-10	0.1	-0.4	-5
O=c1c2[nH]c3ccccc3c2ncn1CCCN1CCCC1	16	0.0	-0.6	9
O=C(/C=C/c1cccc([N+](=O)[O-])c1)Nc1ccccc1C(=O)Nc1ccccc1	0	-0.1	-0.1	-11
CCCCCOc1ccccc1/C=C1/C(=O)ON=C1c1ccccc1	62*	-0.1	-0.5	-6
NC(=O)COc1ccc2c(=O)c(Oc3ccc(Cl)cc3)coc2c1	13	0.1	0.3	-8
CCOc1ccccc1NC(=O)CCS(=O)(=O)c1ccc2c(c1)SCC(=O)N2	-7	0.1	-1.3	-7
CC(c1ccccc1)C1Nc2ccccc2C(=O)N1CCc1ccccc1 (stereo unspecified)	10	0.0	0.9	2
Cc1ccc(S(=O)(=O)N2CCCCC2)cc1NC(=O)C(C)(C)C	-7	0.0	0.0	2
O=C(O)/C=C/C(=O)Nc1ccccc1C(=O)Nc1ccccc1	2	-0.1	-0.4	-16
Brc1ccc(-n2cc(-c3ccccc3)c3c(N4CCOCC4)ncnc32)cc1	7	-0.2	-0.1	-3
COc1cc(/C=C2\SC(=S)N(CC(=O)O)C2=O)ccc1OC(=O)c1ccccc1	3	-0.1	0.3	6

Structures listed so far with a Cl atom:
SMILES	MITF inh	FBW7 activator	GPR151 ag	TEAD-YAP block
COc1ccc(Cl)c(NC(=O)C/C(C)=N/NC(=O)CCc2ccccc2)c1	-13	0.0	0.1	5
CCCN(C(=O)c1ccc(=O)n(C)n1)S(=O)(=O)c1ccc(Cl)cc1	4	0.1	0.8	8
Clc1cccc(C2Oc3ccccc3C3CC(c4ccccc4)=NN32)c1 (stereo unspecified)	2	-0.1	4.2	-28
Cc1[nH]nc2nc3ccc(Cl)cc3c(-c3ccccc3)c12	11	0.0	-0.3	-12
NC(=O)COc1ccc2c(=O)c(Oc3ccc(Cl)cc3)coc2c1	13	0.1	0.3	-8

Compound profiles, from the list above. Screens in order: MITF inh, FBW7 activator, GPR151 ag, TEAD-YAP block
Entry for CC(c1ccccc1)C1Nc2ccccc2C(=O)N1CCc1ccccc1 (stereo unspecified) → 10, 0.0, 0.9, 2
Entry for NC(=O)COc1ccc2c(=O)c(Oc3ccc(Cl)cc3)coc2c1 → 13, 0.1, 0.3, -8
Entry for Cc1ccc(S(=O)(=O)N2CCCCC2)cc1NC(=O)C(C)(C)C → -7, 0.0, 0.0, 2
Entry for Cc1c(C(=O)Nc2ccccc2)sc2ncn(CC(=O)O)c(=O)c12 → 8, 0.1, 0.5, 3
Entry for Cc1[nH]nc2nc3ccc(Cl)cc3c(-c3ccccc3)c12 → 11, 0.0, -0.3, -12

Next section.
SMILES	MITF inh	FBW7 activator	GPR151 ag	TEAD-YAP block
Cc1ccc(Cc2c(C)nc3c(C(=O)N4CCN(c5cc(Cl)ccc5C)CC4)cnn3c2C)cc1	-6	-0.2	1.2	-1
Cc1ccc2c(N)c(C#N)sc2n1	6	0.1	0.2	0
COCC(=O)NCCNc1nc2c(c(=O)n(C)c(=O)n2C)n1Cc1ccccc1	-2	-0.1	0.8	0
CC1CCCCN1c1nc(-c2ccccc2)nc2ccccc12 (stereo unspecified)	-10	0.0	2.4	1
O=C(Nc1ccc2c(c1)OCO2)c1ccc([N+](=O)[O-])cc1	13	0.0	-1.2	-24
Cc1ccc(NC(=O)c2ccccc2C(=O)O)cc1[N+](=O)[O-]	3	0.1	-0.9	6
O=C(CN1CCCCCC1)N/N=C/c1cccc(F)c1	24	0.0	-0.5	4
COc1ccc(/C(C)=N\NC(=O)c2cccnc2)cc1OC	-6	0.1	-1.6	-16
O=C(c1ccccc1)N1CCN(c2nc3ccccc3o2)CC1	18	0.0	0.6	2
Cc1ccccc1Nc1nc(N)nc(CSCC(=O)N2CCc3ccccc32)n1	-3	-0.2	-1.4	-3
Cc1cc2c(=O)n(CC(=O)Nc3ccc(C)c(F)c3)cnc2s1	-7	-0.2	-2.5	-13
COC1CCN(C(=O)CC2C(=O)NCCN2Cc2ccc3ccccc3c2)CC1 (stereo unspecified)	-7	0.0	0.2	-2
OCc1cccc(N=Cc2ccc(C=Nc3cccc(CO)c3)cc2)c1	10	0.8	-0.8	2
COc1cccc(C(=O)NNC(=O)C(=O)Nc2ccccc2)c1	3	0.1	1.1	-36
CCNc1cc(NCCNS(=O)(=O)c2ccc3ccccc3c2)nc(C)n1	-6	-0.2	-2.4	-10
Cc1cc(C(=O)CSc2nnc3ccccn23)c(C)n1Cc1ccco1	1	-0.1	-3.0	61*
c1ccc(CC2(c3ccccc3)CCNC2)cc1 (stereo unspecified)	56*	0.0	-0.2	-5
CCOC(=O)c1cnn(-c2ccc(C)cc2)c1CN1CCCC1	-6	1.4	0.6	-2
COc1nc(N=C(N)N)nc2c(C)cccc12	-7	-0.1	0.8	11
O=C(NC1CCCCCC1)C1CCN(S(=O)(=O)c2cnc[nH]2)CC1	-6	-0.2	0.8	-4
COc1ccc(C(=O)N2CCOC2CNC(=O)C(=O)NCc2ccc(F)cc2)cc1 (stereo unspecified)	5	0.1	0.0	-3
COc1ccc(S(=O)(=O)NCCc2cn3cccc(C)c3n2)cc1C	-9	0.0	1.8	3
CCOC(=O)C(NC(=O)N(C)C)(Nc1nc2ccccc2s1)C(F)(F)F (stereo unspecified)	-20	-0.1	-0.3	-15
Cc1ccc(C(O)CNC(=O)C2(c3ccccc3)CCOCC2)o1 (stereo unspecified)	8	0.0	-2.0	6
CC(=O)N(C)c1ccc(NC(=O)c2cnn(C)c2)cc1	7	0.2	-1.0	0
Cc1ccc(-n2cc3c([N+](=O)[O-])cc([N+](=O)[O-])cc3n2)cc1	11	0.0	0.7	2
CC(NC(=O)c1cc(-c2ccccn2)nc2ccc(Cl)cc12)C1CCCO1 (stereo unspecified)	-7	-0.1	0.6	-10
O=C1C2C(C(=O)N1c1ccc(Cl)cc1)C2(c1ccccc1)c1ccccc1 (stereo unspecified)	10	-0.1	-0.1	3
CSc1ccc(/C=C2/C(=O)Oc3ccccc32)cc1	27	0.1	-1.3	7
CC12C(=O)N(c3cccc(O)c3)C(=O)C1C1C=CC2C1 (stereo unspecified)	23	1.1	0.9	-11
CCc1ccccc1NC(=O)CN(c1cccc([N+](=O)[O-])c1)S(C)(=O)=O	3	-0.3	-1.6	2
CCOc1ccc(NC2OC(CO)C(O)C(O)C2O)c([N+](=O)[O-])c1 (stereo unspecified)	-7	0.0	-0.6	-8
O=C(O)c1cc(-n2c(/C=C\c3ccc(F)cc3)nc3ccccc3c2=O)ccc1Cl	-11	-0.1	-0.8	-3
O=c1c2cc3c(=O)n(CCc4ccc(Cl)cc4)c(=O)c3cc2c(=O)n1CCc1ccc(Cl)cc1	-6	-0.3	-0.7	-15
CSCCC(NC(=O)c1cc(C(C)(C)C)oc1C)C(=O)O (stereo unspecified)	10	0.1	1.9	8
O=C(NCCN1CCOCC1)c1csc(Nc2ccccn2)n1	29	0.3	2.0	4
S=C(NCCCN1CCOCC1)Nc1ccccc1Cl	-3	0.7	-1.1	15
Cc1cnc(NC(=O)CSc2nc(-c3ccc(Cl)cc3)cs2)s1	10	0.0	0.3	9
Cc1nn(Cc2ccc(F)cc2)c(C)c1NC(=O)c1nc2ncccn2n1	-4	-0.3	-0.7	-1
CCSCCOC(=O)C1=C(C)NC2=C(C(=O)CC(C)(C)C2)C1c1ccccc1F (stereo unspecified)	-2	-0.1	0.2	4
O=c1c2c(-c3ccco3)csc2[nH]c(=S)n1-c1ccccc1	3	0.0	0.0	12
Nc1cc(=O)[nH]c(SCc2noc(-c3ccc(Cl)cc3)n2)n1	0	0.0	-0.7	-12
CCOC(=O)c1cc2c(=O)n3ccccc3nc2n(C)c1=NC(=O)c1cccs1	9&-4	0.0&0.0	1.8&-1.0	-4&-5
COc1ccc(OC)c(NC(=O)c2cc3n(n2)C(C(F)(F)F)CC(c2ccc4c(c2)OCO4)N3)c1 (stereo unspecified)	28	0.1	-0.5	-4
O=C(Nc1nncs1)c1ccco1	7	-0.1	-2.2	0
COc1ccc(CCNC(=O)c2ccc3c(c2)[nH]c(=S)n2c4ccccc4nc32)cc1OC	8	0.9	0.1	-7
Clc1ccccc1N=c1oc2ccc3ccccc3c2cc1-c1nc2ccccc2[nH]1	-11	0.2	0.1	-3
O=C(O)c1ccc(CS(=O)(=O)Cc2ccccc2F)o1	-2	0.7	-0.6	-11
CN(Cc1ccccc1)Cc1nc2c(c(=O)n(C)c(=O)n2C)n1Cc1ccc(Cl)cc1	8	-0.2	0.2	-1
CC1=CCCN(CC(=O)Nc2sc(C)c(C)c2C#N)C1	5	0.2	0.6	14
CC(NC(=O)c1cc2cc(Br)ccc2oc1=O)c1ccccc1 (stereo unspecified)	9	0.2	-0.7	5
N#Cc1c(SCC(=O)Nc2nccs2)nsc1SCC(=O)Nc1nccs1	-1	-0.2	0.0	-45
Cc1ccccc1C(=O)NCc1ccc(S(N)(=O)=O)cc1	8	0.0	2.1	-1
O=c1oc(-c2ccccc2)nc2sc(-c3ccccc3)c(Cc3ccccc3)c12	7	0.4	-1.1	15
O=C1CCC(=O)N1c1ccc(Sc2ccc([N+](=O)[O-])cc2)cc1	-2	-0.1	0.9	6
C/C(=N\Nc1nc(C)cc(=O)[nH]1)c1ccc(Br)cc1Br	6	-0.2	3.1	28
COc1ccc(S(=O)(=O)Nc2cccc(Cl)c2)cc1I	5	0.1	2.3	-8
COC(CNc1cc(C)nc2c(-c3ccc(Cl)cc3)c(C)nn12)OC	-7	-0.2	-0.6	-4
CN(C)CCn1c(C2COc3ccccc3C2)nc2cc(F)c(-c3ccncc3)cc21 (stereo unspecified)	0	-0.1	0.9	-3
COc1cc(C2C(C(=O)OC(C)C)=C(C)NC3=C2C(=O)CC(c2ccc(Cl)cc2)C3)ccc1O (stereo unspecified)	5	-0.1	-0.3	-26

(further entries)
SMILES	MITF inh	FBW7 activator	GPR151 ag	TEAD-YAP block
Cc1cc(Br)c(S(=O)(=O)N2CCCCC2)cc1C	12	0.3	-1.3	1
O=C(NC1CCCCC1)c1n[nH]c(=O)c2ccccc12	10	0.1	0.6	-3
CCNc1cc(N2CCN(CC)CC2)c2noc3c2c1C(=O)c1ccccc1-3	61*	-1.1	-0.1	22
CN(C)CCCNC(=O)CC1CSc2nc3c(cnn3-c3ccccc3)c(=O)n21 (stereo unspecified)	8	0.0	0.2	-4
CCCc1nnc(NC(=O)Cn2c(=O)oc3cc(Br)ccc32)s1	-9	-0.1	0.9	5
CCOC(=O)c1c(C)oc2ccc(N(C(=O)c3ccccc3)S(=O)(=O)c3ccccc3)cc12	8	0.1	0.2	4
Cc1ccc(S(=O)(=O)Nc2ccc(Cl)cn2)cc1	10	0.3	0.4	-13
NC(=O)CSc1nnc(COc2ccccc2)n1N	11	0.0	0.0	8
O=C(Nc1ccccc1F)c1ccccc1I	-2	-0.1	0.3	-16
COc1ccc(-n2nc([N+](=O)[O-])c(=NC(C)C)n2O)cc1	-4	0.1	-0.3	-17
COc1ccc(CCNC(=O)Cc2c(C(=O)O)[nH]c3ccc(Cl)cc23)cc1OC	-6	0.4	-0.3	-6
Nn1c(SCC(=O)Nc2ccc(OCc3ccccc3)cc2)nnc1-c1ccccn1	5	0.0	-1.2	-6
CCN(CC)c1nc2nonc2nc1N(CC)CC	15	-0.1	-0.1	-4
CCOC(=O)C1(Cc2cccc(OC)c2)CCN(Cc2c(C)nc3sccn23)CC1	12	0.0	0.5	26
CSc1ccc(Cn2nnc(C(=O)Nc3ccccc3)c2N)cc1	-5	-0.1	1.9	-9
CN(C)C(=O)CN1N=C(C(C)(C)C)Cn2c(cc3ccccc32)C1=O	0	0.5	0.0	0
CCOC(=O)C1CCN(C(=O)C2CCN(S(=O)(=O)N3CCCC3)CC2)CC1	-1	0.2	0.0	4
Fc1ccccc1CSc1ccc(-c2ccccn2)nn1	36	-0.1	3.1	-7

High-throughput results as filed in PubChem.
